XIAP displacement: XIAP antagonists, biochemical, IAP family, fluorescence polarization (AID 1018); E3 ubiquitin-protein ligase XIAP (Homo sapiens); XIAP BIR domain, fluorescence polarization peptide displacement; higher % means a stronger effect; one-dose displacement, % at 20 µM; IC50 in µM for titrated hits; 0.007% of 200,000 active; in the data active means displacement above about 50%; further: a part of the inactive calls stands beside numbers as strong as those of hits
RSV CPE inhibition: RSV antiviral activity via CPE protection, HEp-2 cells, primary 10 µM value included (AID 2391) | CPE inhibition, % at 10 µM; hits with a dose series show IC50 in µM | 0.13% of 310,000 active | HEp-2 cells, RSV-induced CPE inhibition; higher % means a stronger effect; in the data active means a potency from the dose series; inconclusive means CPE inhibition mostly from about 23% at the one dose, without a potency; inactive means the rest, 99 in 100 with CPE inhibition below about 21%; further: strong numbers were not always called active
Yfh1-off respiration: enhancers of respiration in Yfh1-depleted yeast, dose response, Friedreich's ataxia, plus single-dose screen (AID 1465); 0.074% of 220,000 active; S. cerevisiae Yfh1-off respiration, WST-1 reduction, 72 h; higher fold induction means a stronger effect; fold induction at 50 µM; hits with a dose series show EC50 in µM;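 active means fold induction of absorbance versus untreated yeast above a set limit, then at least 30% activation at any dose in follow-up; inconclusive means repeats straddling the limit, or above it without dose testing; inactive means fold induction below the set limit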;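 further: activators that raise dye reduction in frataxin-depleted yeast; strong numbers were not always called active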
WT yeast gro inh: growth inhibition of WT strain, primary screen, mitochondrial fusion inhibitor project, WT and mutant strains, chemical genetic. 2.1% of 190,000 active. mitochondrial fusion phenotypic screen. inhibition, % at 10 µM; in the data active means inhibition above about 58%; tested in S. cerevisiae
UTI89 phage lysis: inhibition of K1F phage lysis, E. coli UTI89, bacterial capsule biogenesis inhibitors, alamar blue (AID 488966). E. coli UTI89 K1F phage lysis, alamar blue, 2 h; higher % means a stronger effect. inhibition, % at 100 µM; hits with a dose series show IC50 in µM. 0.02% of 340,000 active;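 active means phage lysis inhibition, versus mean bacterial control, above a set limit; inconclusive means no clear call, values can overlap the other calls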;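 further: capsule biogenesis inhibitors block K1F phage lysis so surviving cells raise fluorescence; higher fluorescence means more inhibition of phage lysis; actives were called in the ten point dose series up to 300 µM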
Large T inhibition: SV40 large T antigen inhibitors, biochemical (AID 1903). inhibition, % at 20 µM, or IC50 in µM where a hit was titrated. 0.39% of 310,000 active. SV40 large T antigen ATPase/helicase inhibition assay; higher % means a stronger effect; in the data active means a potency from the dose series; inconclusive means inhibition mostly from about 32% at the one dose, without a potency; inactive means the rest, 99 in 100 with inhibition below about 32%; further: strong numbers were not always called active
CSM14.1 death rescue: rescue of cells from ER stress-induced death, primary screen, 384-well, CSM14.1, thapsigargin, ATP luminescence (AID 1222); CSM14.1 thapsigargin-induced death rescue, ATP luminescence; higher % means a stronger effect; cellular ATP content (survival), % at 20 µM, or EC50 in µM where a hit was titrated; 190,000 tested, under 10 active;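 active means EC50 below 50 µM in the dose-response confirmation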;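 further: death triggered by thapsigargin at about 15 µM added after 2 h compound pretreatment; cell ATP read after overnight thapsigargin exposure of roughly 18 to 22 hours; normalized against plate controls of thapsigargin alone and 5% DMSO vehicle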
West Nile virus CPE: West Nile virus antiviral activity, cell-based, CPE readout (AID 1621). West Nile virus-infected cells, CPE inhibition; higher % means a stronger effect. CPE inhibition, % at 10 µM, or IC50 in µM where a hit was titrated. 0.02% of 290,000 active; in the data active means a potency from the dose series; inconclusive means CPE inhibition mostly from about 3.7% at the one dose, without a potency; inactive means the rest, 99 in 100 with CPE inhibition below about 2.2%; further: strong numbers were not always called active
Dengue-2 NS5 capping: Dengue-2 NS5 methyltransferase inhibitors, primary screen, biochemical, confirmation dose response (AID 588689); Genome polyprotein (Dengue virus type 2 (strain 16681-PDK53)); one-dose inhibition, % at 25 µM; IC50 in µM for titrated hits; 0.3% of 340,000 active; Dengue-2 NS5 methyltransferase capping enzyme assay, biochemical; higher % means a stronger effect; in the data active means a potency from the dose series; inconclusive means inhibition above about 29% without an active follow-up result
WT yeast gro inh mutant strain: second read-out of WT yeast gro inh, no call of its own (marks repeat the call); inhibition, %; mitochondrial fusion phenotypic screen, mutant strain inhibition
Dengue-2 NS5 capping pilot replicate: further read-out of Dengue-2 NS5 capping, marked with its call; inhibition, %; measured here: pilot screen replicate inhibition
An asterisk follows results filed as active; i = inactive; u = inconclusive; x = not tested or not shown; [ ] = dose if it differs, or a comment.

SMILES	XIAP displacement	RSV CPE inhibition	Yfh1-off respiration	WT yeast gro inh	WT yeast gro inh mutant strain	UTI89 phage lysis	Large T inhibition	CSM14.1 death rescue	West Nile virus CPE	Dengue-2 NS5 capping	others
c1ccc(-c2ccc(-c3nc(-c4ccncc4)no3)cc2)cc1	1.9%	0.7%	i	17	11	0.2%	11%	-0.8%	-1.3%	0%
Cc1ccc(S(=O)(=O)N2CCN(C)CC2)c2nsnc12	x	-0.2%	x	x	x	-0.1%	1%	x	-0.2%	-10%
O=c1c2c3c(sc2nc2n1CCC2)CCCCC3	14%	4.0%	i	19	10	0.8%	x	3.3%	-0.1%	-4%
CCC(=O)OCCNc1cc(Sc2nc3ccccc3[nH]2)c2nonc2c1[N+](=O)[O-]	-18%	-1.5%	i	8	1	-6.1%	u	-1.5%	-1.3%	30%
COc1ccc(-n2c(Cc3cccn3C)nnc2SCC(=O)Nc2nc(C)cs2)cc1	-4.7%	2.7%	x	-14	-8	-1.4%	-1%	x	x	1%
CCCS(=O)(=O)c1nc(S(=O)(=O)c2ccc(C)cc2)c(NCCCn2ccnc2)s1	x	-0.1%	x	x	x	0.0%	0%	x	0.4%	-10%
CCn1c(NC(C)=O)c(-c2ccccc2Cl)c(=O)c2ccccc21	x	1.2%	x	x	x	0.0%	5%	x	0.4%	-2%
COC(=O)c1ccc(/C=C2\Oc3ccccc3NC2=O)cc1	x	0.0%	x	x	x	0.1%	-11%	x	-1.0%	-3%
CCN(C(=O)c1cccs1)c1nnc(-c2ccncc2)s1	-6.5%	3.4%	i	1	8	-0.5%	1%	x	0.6%	-3%
CCN(Cc1ccccc1)S(=O)(=O)c1ccc(C(=O)N(CCCN(C)C)c2nc3c(C)c(C)ccc3s2)cc1	x	-3.6%	x	x	x	-0.5%	-1%	x	x	-4%
COc1ccc(CCCC(=O)NC2CCCCC2)cc1	-4.2%	0.2%	i	x	x	-1.6%	2%	0.6%	-0.3%	-6%
COc1ccc(Br)cc1C(=O)Nc1ccccc1N1CCN(C(=O)c2ccccc2)CC1	-4.6%	38%	i	32	13	0.3%	5%	-0.9%	-1.4%	-8%
CCOc1[nH]n(-c2ccccc2)c(=O)c1C=NCc1ccncc1	-3.5%	0.6%	i	14	0	0.2%	-1%	x	1.3%	4%
CC(NC(=O)c1ccccc1)C(=O)OCC(=O)N1c2ccccc2Sc2ccccc21 (stereo unspecified)	-4.1%	1.8%	i	1	-18	0.7%	21%	-2.1%	-0.2%	1%
CCOC(=O)c1cc(C(=O)OCC)c2cccc(C)n2c1=O	1.8%	-0.4%	i	-6	-2	-0.2%	1%	-1.5%	0.2%	-5%
CC(=O)c1ccc(NC(=O)C(C)OC(=O)C2CC(=O)N(c3ccc4c(c3)OCCO4)C2)cc1 (stereo unspecified)	x	1.5%	x	x	x	0.2%	23%	x	-0.3%	-1%
CCn1c(SCCOc2ccc(OC)cc2)nnc1C(CO)NC(=O)c1ccc(OC)cc1 (stereo unspecified)	-5.4%	1.6%	i	-11	-4	0.0%	2%	-0.9%	-0.2%	-5%
CC(=O)c1cccc(NC(=O)N2CCCC2C(=O)Nc2cccc(C)c2)c1 (stereo unspecified)	-6.5%	1.7%	x	6	7	3.6%	0%	-1.2%	x	1%
COc1ccc(NC(=O)c2ccc3c(c2)NC(=O)CS3)cc1S(=O)(=O)Nc1ccc(Br)cc1	-11%	2.7%	i	-25	8	0.4%	5%	-1.4%	1.5%	-6%
COCCN(C(=O)CCC(=O)Nc1cc(C)on1)C(C(=O)NC1CCCC1)c1ccc(C)cc1 (stereo unspecified)	x	0.5%	x	x	x	0.1%	5%	x	-0.7%	0%
Cc1ccc(Nc2ccc(C(N)=O)cc2[N+](=O)[O-])cc1C	-5.0%	8.1%	i	9	-8	0.0%	8%	-4.2%	-1.1%	10%
CC(C)c1ccc(NC2CCCN(C(=O)c3ccccc3-c3ncc[nH]3)C2)cc1 (stereo unspecified)	x	18%	x	x	x	0.1%	18%	x	-1.8%	-7%
O=c1[nH][nH]c2cc(=O)n(-c3ccc(Cl)cc3)nc12	-1.4%	2.1%	i	5	13	0.3%	21%	x	1.9%	24%
Cc1nnnn1/C(=C\c1ccccc1)C(=O)OCC(=O)NC(C)(C)C	-1.7%	-0.8%	i	13	16	0.7%	19%	-3.9%	-0.2%	-8%
CCOC(=O)C1CCCN(Cc2ccccc2OCC)C1 (stereo unspecified)	-10%	0.2%	i	20	16	8.9%	-7%	-2.2%	-0.1%	-5%
Cc1ccccc1SCC(=O)N/N=C/c1ccc(F)cc1	x	2.1%	x	x	x	0.0%	16%	x	-1.0%	-7%
CCNCCNC(=O)c1c(O)c2ccccc2n(CC)c1=O	-3.5%	-1.0%	i	-9	-5	0.1%	13%	x	0.3%	0%
Oc1c(/C=C/C=C/C=Nc2ccccc2)sc(=S)n1Cc1ccccc1	x	9.2%	i	x	x	x	28%	x	-0.4%	x
O=C(CCSc1ccc(Cl)cc1)c1cccs1	-1.5%	0.9%	i	-12	-81	1.1%	3%	1.8%	-0.9%	-10%
COc1cccc(/C=C/C(=O)OCC(=O)Nc2ccc(Cl)cn2)c1	-5.2%	0.5%	i	6	-16	0.6%	0%	-0.8%	-0.2%	-8%
Cc1cccc(OCc2nc(C#N)c(N3CCCC3)o2)c1	x	2.8%	i	x	x	-0.7%	9%	x	-1.1%	-5%
NS(=O)(=O)c1ccc(CCNC(=O)COc2ccc3c4c(c(=O)oc3c2)CCC4)cc1	x	0.2%	x	x	x	0.0%	5%	x	0.4%	24%
CCOc1cc(C2Nc3ccccc3C(=O)N2c2ccccc2)c(Br)cc1OCC(=O)O (stereo unspecified)	1.5%	1.4%	i	4	15	0.8%	8%	-1.5%	-0.5%	1%
COc1ccc(CNC(=O)C(c2ccco2)N(C(=O)c2csnn2)c2cccc(C)c2C)cc1 (stereo unspecified)	-6.7%	4.2%	i	-9	-12	0.0%	13%	1.2%	-0.4%	1%
c1ccc(-c2nc3cnccn3c2Nc2ccc3c(c2)OCCO3)cc1	-6.4%	14%	i	-20	-6	0.2%	9%	-0.3%	-0.2%	-7%
COc1ccc(Cn2nnnc2C(c2cc3cc(C)ccc3[nH]c2=O)N2CCOCC2)cc1 (stereo unspecified)	-8.6%	-0.2%	i	-11	-2	1.6%	4%	-0.9%	-0.1%	-1%
O=C(c1ccco1)N(c1ccccn1)c1ccccn1	-12%	0.2%	i	-8	-11	-0.2%	3%	-2.0%	1.1%	-8%	Dengue-2 NS5 capping pilot replicate=-0.8
CCC(C)c1ccccc1N=Cc1ccc2c(c1)OCO2 (stereo unspecified)	x	3.7%	x	x	x	0.4%	-3%	x	1.1%	-9%
COc1cc(NS(=O)(=O)c2ccc(N)cc2)ncn1	-10%	-0.9%	i	-15	15	x	3%	0.1%	0.0%	x
O=[N+]([O-])c1cccnc1SCc1c(F)cccc1Cl	x	0.3%	i	x	x	-0.4%	3%	x	0.0%	-8%
C=CCn1c(O)c(N=NC(=O)c2ccc3c(c2)OCO3)c2ccccc21	-3.6%	1.5%	i	3	21	1.3%	2%	-1.0%	-0.2%	3%
O=C(CN1C(=O)C2CCCCC2C1=O)Nc1ccc(S(=O)(=O)Nc2ncccn2)cc1 (stereo unspecified)	-1.2%	0.1%	i	-8	-13	0.7%	2%	0.4%	0.3%	-1%
O=CN(CCN(C=O)CN1CCCCC1)CN1CCCCC1	0.0%	-0.7%	i	13	16	0.1%	4%	-0.9%	0.1%	-2%
Cc1ccccc1CNC(=O)CCCn1ncn2c(cc3occc32)c1=O	x	4.2%	x	x	x	1.2%	15%	x	0.7%	0%
Cc1ccc(Cl)cc1NC(=O)C1CC1c1ccccc1 (stereo unspecified)	x	10%	x	x	x	0.0%	-10%	x	-1.3%	-3%

In the list so far, these have fluorine.
SMILES	XIAP displacement	RSV CPE inhibition	Yfh1-off respiration	WT yeast gro inh	WT yeast gro inh mutant strain	UTI89 phage lysis	Large T inhibition	CSM14.1 death rescue	West Nile virus CPE	Dengue-2 NS5 capping	others
Cc1ccccc1SCC(=O)N/N=C/c1ccc(F)cc1	x	2.1%	x	x	x	0.0%	16%	x	-1.0%	-7%
O=[N+]([O-])c1cccnc1SCc1c(F)cccc1Cl	x	0.3%	i	x	x	-0.4%	3%	x	0.0%	-8%

Back to the main list, starting 2 compounds before the break.
SMILES	XIAP displacement	RSV CPE inhibition	Yfh1-off respiration	WT yeast gro inh	WT yeast gro inh mutant strain	UTI89 phage lysis	Large T inhibition	CSM14.1 death rescue	West Nile virus CPE	Dengue-2 NS5 capping	others
Cc1ccccc1CNC(=O)CCCn1ncn2c(cc3occc32)c1=O	x	4.2%	x	x	x	1.2%	15%	x	0.7%	0%
Cc1ccc(Cl)cc1NC(=O)C1CC1c1ccccc1 (stereo unspecified)	x	10%	x	x	x	0.0%	-10%	x	-1.3%	-3%
COc1ccc(CCC(=O)Nc2cc([N+](=O)[O-])ccc2OC)cc1	-2.0%	4.0%	i	-3	-15	2.2%[50 µM]	28%	-0.7%	-0.7%	-2%
O=C(CN1CCN(c2ccccc2)CC1)Nc1ccncc1	x	2.1%	x	x	x	0.0%	3%	x	0.5%	-3%
CC(=O)c1ccc(NC(=O)C(C)OC(=O)c2ccc3c(c2)nc(C)n3-c2ccccc2)cc1 (stereo unspecified)	-9.5%	8.1%	i	20	5	-0.1%	-2%	17%	0.3%	-6%
O=C(NCCCN1CCOCC1)c1ccc2c(c1)N(Cc1ccccc1F)C(=O)c1ccccc1S2=O (stereo unspecified)	x	0.9%	x	x	x	-2.0%	10%	x	-0.3%	-3%
CC(OC(=O)CN1C(=O)c2ccccc2C1=O)C(=O)N(C)c1ccccc1 (stereo unspecified)	x	-0.5%	x	x	x	1.3%[50 µM]	9%	x	x	-9%
C=CCN(CC=C)C(=S)NC(=O)/C=C/c1ccccc1	0.3%	0.7%	i	23	-7	2.2%	4%	-0.4%	-0.5%	1%
CC1CCN(C(=S)NC2CCCCC2)CC1	-9.5%	0.6%	i	18	23	0.5%	6%	-2.4%	-0.4%	-11%

By substructure: those above with bromine
SMILES	XIAP displacement	RSV CPE inhibition	Yfh1-off respiration	WT yeast gro inh	WT yeast gro inh mutant strain	UTI89 phage lysis	Large T inhibition	CSM14.1 death rescue	West Nile virus CPE	Dengue-2 NS5 capping	others
COc1ccc(Br)cc1C(=O)Nc1ccccc1N1CCN(C(=O)c2ccccc2)CC1	-4.6%	38%	i	32	13	0.3%	5%	-0.9%	-1.4%	-8%
COc1ccc(NC(=O)c2ccc3c(c2)NC(=O)CS3)cc1S(=O)(=O)Nc1ccc(Br)cc1	-11%	2.7%	i	-25	8	0.4%	5%	-1.4%	1.5%	-6%
CCOc1cc(C2Nc3ccccc3C(=O)N2c2ccccc2)c(Br)cc1OCC(=O)O (stereo unspecified)	1.5%	1.4%	i	4	15	0.8%	8%	-1.5%	-0.5%	1%

From PubChem BioAssay

No enrichment for hits; 2.2% or so of the library scored in one or more.
